# Source: PubChem BioAssay
# Autophagy HCS – alters autophagy in cells; AID 463193; hit rate 0.98% among 190,000; MEF GFP-LC3 puncta imaging; test concentration mostly 10 µM; calls only at 10 µM (by protocol);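 active means percentage of spot-positive cells more than 3 SD above its plate mean, without a fluorescence outlier flag or 80% toxicity; inconclusive means no clear call, values can overlap the other calls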;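 further: spot-positive cell cutoff set from DMSO-treated cells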
# Dynein transport – blocks dynein driven cargo transport along microtubules; 3617.4 mouse cells, GR-EGFP nuclear translocation imaging; test concentration mostly 20 µM; stimulated with dexamethasone, 1 µM; stronger effect = lower value; z-score, hits read low; hit rate 0.47% among 220,000; AID 1381;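 active means plate z-score of nuclear minus cytoplasmic receptor signal below a set negative limit, without overly bright fluorescence or cell loss, cut at about -3.5 in these data, passing the limit was not always enough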;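 further: z-score of nuclear minus cytoplasmic ring GR-EGFP intensity difference per well; some compounds called inactive have numbers as strong as hits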
#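 Buffer or medium: tet-free, stripped-serum medium; reagent: dexamethasone at 1.0 µM final, 30 min; incubation: 48 h induction, 1 h compound, 30 min dex at 37 °C; measured by: formaldehyde fixation, Hoechst nuclear stain, 10x automated fluorescence imaging; read-out: nuclear-to-cytoplasmic GR-EGFP distribution per well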
# MT stabilizer – microtubule stabilization, imaging screen | HeLa tubulin immunostaining HCS, 24 h; share of cells brighter than vehicle mean+2SD | % tubulin-high responders, % at 10 µM | hit rate 0.83% among 200,000;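 active means plate Z-score above 3 for both tubulin-high and condensed-nucleus cell shares, with cell loss under 80%, at 10 µM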;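 further: anti alpha tubulin signal scored within the nucleus-defined area of each cell; some results filed as inactive read as strong as hits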
# CSM14.1 death rescue – rescue of cells from ER stress-induced death, primary screen, 384-well, CSM14.1, thapsigargin, ATP luminescence (AID 1222); 190,000 tested, under 10 active; CSM14.1 thapsigargin-induced death rescue, ATP luminescence; higher % means a stronger effect; cellular ATP content (survival), % at 20 µM; hits with a dose series show EC50 in µM;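 active means EC50 below 50 µM in the dose-response confirmation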;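 further: death triggered by thapsigargin at about 15 µM added after 2 h compound pretreatment; cell ATP read after overnight thapsigargin exposure of roughly 18 to 22 hours; normalized against plate controls of thapsigargin alone and 5% DMSO vehicle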
# Yfh1-depleted yeast – mitochondrial function rescue without frataxin homolog – Friedreich's ataxia, plus single-dose screen, dose response (AID 1465); hit rate 0.074% among 220,000; S. cerevisiae Yfh1-off respiration, WST-1 reduction, 72 h; higher fold induction means a stronger effect; one-dose fold induction at 50 µM; EC50 in µM for titrated hits;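 active means fold induction of absorbance versus untreated yeast above a set limit, then at least 30% activation at any dose in follow-up; inconclusive means repeats straddling the limit, or above it without dose testing; inactive means fold induction below the set limit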;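 further: activators that raise dye reduction in frataxin-depleted yeast; strong numbers were not always called active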
# M1AAP inhibition – P. falciparum M1AAP inhibitors, biochemical, fluorogenic H-Leu-NHMec substrate, 1536-well (AID 1445) | recombinant M1AAP, H-Leu-NHMec fluorogenic kinetic assay; higher % means a stronger effect | inhibition, % at 30 µM; hits with a dose series show IC50 in µM | hit rate 0.42% among 220,000;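 active means primary inhibition above the hit cutoff, then over 50% inhibition at one or more dose response concentrations, cut at about 23% in these data, passing the limit was not always enough; inconclusive means conflicting primary data, or primary hits not chosen for dose response; inactive means low primary inhibition, or under 50% at every dose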;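 further: plate controls were DMSO full reaction for no effect and no enzyme background for full effect; strong numbers were not always called active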
# M17LAP inhibition – P. falciparum M17LAP inhibitors, primary screen, biochemical, fluorogenic H-Leu-NHMec substrate, 1536-well (AID 1619); hit rate 0.38% among 220,000; recombinant M17LAP, H-Leu-NHMec fluorogenic kinetic assay; higher % means a stronger effect; inhibition, % at 30 µM, or IC50 in µM where a hit was titrated;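 active means compound inhibiting the enzyme by more than half at any dose during confirmatory dose-response retesting; inconclusive means strong single-dose inhibitors picked by rank but not retested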;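 further: plate controls were full reaction with DMSO carrier for no effect and no enzyme background for full effect; strong numbers were not always called active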
# Hep lipid drop – modulators of hepatic lipid droplet formation; AML12 mouse hepatocytes, oleate lipid droplets, BODIPY imaging; inhibition, % at 6.5 µM; hit rate 0.4% among 240,000;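 active means lipid droplet intensity inhibited by at least 50%, with more than 500 cells counted; inconclusive means wells with under 300 cells, treated as cytotoxic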
#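 Test system: AML12 mouse liver cells; schedule: overnight exposure; technique: high-content imaging of BODIPY-stained droplets and DAPI nuclei; read-out: % inhibition of corrected integrated BODIPY droplet signal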
# Ins promoter up – MIN6 insulin promoter up-regulation; MIN6 insulin promoter-GFP reporter, high-content imaging; stronger effect = higher value; z-score at 5 µM; hit rate 0.3% among 190,000; AID 1625;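 active means z-score above 3 at 5 µM with at least 500 cells counted in the well; inconclusive means wells under 500 cells, flagged as cytotoxic or low count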
# Dynein transport cytoplasmic EGFP – second read-out of Dynein transport, no call of its own (marks repeat the call); z-score; measured here: cytoplasmic GR-EGFP intensity; stronger effect = higher value
# Dynein transport nuclear GR-EGFP – recorded beside Dynein transport, whose call it bears; z-score; measured here: nuclear GR-EGFP intensity;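 lower value marks the stronger effect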
# Dynein transport cell count – second read-out of Dynein transport, no call of its own (marks repeat the call); z-score; measured here: cell count per field
# Ins promoter up cell count – also measured in Ins promoter up; calls as there; cell count; measured here: cytotoxicity, nuclei count;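 total cells summed across four imaged fields per well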
# Hep lipid drop cells 6.5 µM – second read-out of Hep lipid drop, no call of its own (marks repeat the call); cell count; measured here: cell count, cytotoxicity flag;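 cells counted across two imaged fields per well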
# MT stabilizer Hoechst-high % – also measured in MT stabilizer; calls as there; % Hoechst-high responders; measured here: nuclear condensation Hoechst responders;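 share of cells brighter than vehicle mean plus two SD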
# MT stabilizer cytotoxicity % – second read-out of MT stabilizer, no call of its own (marks repeat the call); toxicity, %; measured here: cytotoxicity by cell density;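 0% = mean cell density of plate MIN control wells and 100% = no cells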
# Autophagy HCS cell loss 18 h – recorded beside Autophagy HCS, whose call it bears; toxicity, %; measured here: cell loss, nuclei count;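 cell loss after 18 h compound exposure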
# Numbers without * were called inactive; i = inactive; ? = inconclusive; nt = no result given.
SMILES,Autophagy HCS,Autophagy HCS cell loss 18 h,Dynein transport,Dynein transport cytoplasmic EGFP,Dynein transport nuclear GR-EGFP,Dynein transport cell count,MT stabilizer,MT stabilizer Hoechst-high %,MT stabilizer cytotoxicity %,CSM14.1 death rescue,Yfh1-depleted yeast,M1AAP inhibition,M17LAP inhibition,Hep lipid drop,Hep lipid drop cells 6.5 µM,Ins promoter up,Ins promoter up cell count
Cc1ccc(S(=O)(=O)N2CCN(CC(=O)NC3CCCc4ccccc43)CC2)cc1C (centres undefined),i,-6.7,-0.177,-0.286,0.286,-0.415,1.1,0.8,7.2,2.5%,i,1.6%,-0.5%,-11.5,743,-0.02,827
CCOc1ccc(N2C(N)=NC(N)=NC2(C)C)cc1,i,3.0,-0.774,-0.218,-0.627,1.05,3.3,3.0,8.1,3.4%,i,8.5%,-5.2%,-46.4,518,-4.31,1184
CCCCOc1c(C(=O)Nc2ccccc2)nnn1-c1ccccc1,i,2.2,-0.87,-0.324,-0.462,0.579,4.1,2.0,2.1,nt,i,1.0%,-3.1%,-7.6,673,-1.57,1238
Cc1cc(Cl)c(S(=O)(=O)N2CCN(c3cccc(C)c3C)CC2)cc1OCC(N)=O,i,0.1,0.0606,-0.273,0.141,0.197,3.0,3.0,6.3,0.2%,i,4.8%,11.4%,6.2,821,nt,nt
N=c1n(CCN2CCCCC2)c2ccccc2n1CC(=O)c1ccc(Cl)c(Cl)c1,nt,nt,-3.65*,2.14*,-1.53*,-0.149*,nt,nt,nt,nt,i,-1.8%,-0.8%,-2.4,678,0,979
Cc1cc(OCCOc2cccc3cccnc23)c(C)cc1Cl,i,-3.5,0.0649,-0.185,-0.198,0.208,2.2,1.8,3.8,0.5%,i,7.2%,11.1%,-9.3,785,0.69,829
COc1cc(C(=O)NCC(=O)OCCN2C(=O)c3ccccc3C2=O)cc(OC)c1OC,i,0.9,-0.264,-0.331,0.652,-0.0687,5.6,1.8,7.0,nt,i,0.8%,-0.2%,3.5,706,-0.83,1179
O=C(NCCCn1ncc2ccccc21)c1cc(COc2c(F)cccc2F)on1,i,-11.5,-1.3,-0.191,-0.702,-0.362,1.6,2.1,10.3,0.0%,i,8.5%,12.9%,-1.0,723,nt,nt
O/N=C1\CC/C(=N\O)c2nn(-c3ccccc3Cl)nc21,i,18.5,-0.51,-0.228,-0.0468,0.485,5.7,2.4,1.0,-0.9%,i,4.7%,-3.2%,nt,nt,-0.36,1446
COc1cccc(CC(=O)N2CCN(c3ccccc3[N+](=O)[O-])CC2)c1,i,-11.3,0.997,-0.136,0.545,-0.537,4.8,1.9,8.5,-0.5%,i,-2.7%,6.2%,-7.0,642,-0.19,1210
C/C=C/c1ccc(OCCCn2cncn2)c(OC)c1,i,4.5,-0.907,-0.244,-0.543,0.471,1.5,2.2,8.6,-3.7%,nt,14.2%,4.1%,9.5,766,1.08,1273
Cc1onc(-c2ccccc2Cl)c1C(=O)Nc1ccccc1C(N)=O,i,-13.3,0.526,-0.198,0.67,-0.546,3.7,2.5,3.5,0.9%,i,7.7%,-1.2%,nt,nt,-0.15,868
N#CC(c1cccc(C(F)(F)F)c1)(c1ncc(C(F)(F)F)cc1Cl)N1CCOCC1 (centres undefined),i,9.2,0.358,-0.218,0.458,0.0516,1.4,1.3,6.3,-1.3%,i,6.0%,-14.8%,nt,nt,nt,nt
COc1cc(/C=C/C(=O)OCC(=O)Nc2cc(S(=O)(=O)N(C)C)ccc2Cl)ccc1O,nt,nt,0.562,-0.728,0.219,-0.781,nt,nt,nt,nt,i,-0.4%,-7.2%,-12.8,570,-0.17,921
O=C1c2ccccc2C(=O)N1SC1CCCCC1,i,-16.7,-1.25,1.16,-0.266,-2.03,5.4,2.9,3.4,-3.1%,i,-1.5%,4.8%,nt,nt,-0.54,1707
c1ccc(CN2CCC(=NNc3nc4ccccc4[nH]3)CC2)cc1,i,-4.7,-1.46,-0.189,-0.605,0.628,1.8,1.4,3.6,-1.9%,i,7.1%,20.7%,4.0,720,-0.05,1341
CCCS(=O)(=O)c1c(S(=O)(=O)CCC)c2c(C)cccn2c1C(N)=O,i,22.4,1.28,-0.226,0.522,-0.131,3.7,1.9,1.9,-1.3%,i,4.9%,-14.1%,-26.8,735,0.02,1262
CC(C)CC(=O)N1CC(C)N(C(=O)CC(C)C)CC1C (centres undefined),i,7.9,1.01,-0.157,0.257,-0.605,2.1,2.0,3.1,-0.9%,i,?,1.6%,5.8,721,0.16,1296
O=C(c1cccs1)N1CCCc2ccccc21,i,-10.7,-0.0639,-0.163,-0.0826,0.645,4.8,2.2,1.6,-1.0%,i,4.3%,5.6%,-0.3,809,-0.94,1286
COCCN(CC(=O)NCC1CCCO1)C(=O)CCC(=O)Nc1ccccn1 (centres undefined),i,16.9,0.437,-0.295,0.237,-0.102,2.0,1.9,11.5,nt,i,4.7%,1.6%,5.8,712,-0.15,1314
CC(=O)c1c(C(C)=O)c(C)n(-c2nc(-c3cccs3)c(C)s2)c1C,i,9.0,-0.82,-0.257,0.0313,0.35,3.8,1.8,0.5,nt,i,9.9%,-2.2%,-20.0,665,nt,nt
CCC(COC(=O)Nc1ccccc1)NC(=O)OC(C)C (centres undefined),i,14.4,0.865,-0.38,-0.29,0.547,3.1,1.9,6.7,-1.1%,i,6.9%,-2.4%,1.7,603,0.5,1411
Cc1ccc(-n2nnnc2SCC(=O)NC(C(=O)O)(c2ccccc2)c2ccccc2)cc1C,i,11.5,0.759,0.165,0.57,-0.536,3.0,1.6,5.9,-1.4%,i,29.2µM*,28.5%,11.7,703,nt,nt
O=C(Nc1ncc2c(n1)-c1ccccc1CC2)c1ccc(Cl)cc1,i,3.0,0.00507,-0.232,-0.285,0.169,0.8,1.6,6.5,1.8%,i,6.8%,11.3%,nt,nt,nt,nt
CC1Cc2cc(/C(O)=C3/C(=O)C(=O)N(Cc4ccco4)C3c3cccs3)ccc2O1 (centres undefined),i,-4.8,0.224,-0.213,0.409,0.522,2.1,3.2,12.5,-1.0%,i,8.2%,40.1%,7.0,651,nt,nt
O=C1NCC(COc2ccc(Cl)cc2)O1 (centres undefined),i,8.3,-0.106,-0.257,-0.357,0.616,2.0,2.7,4.9,-3.6%,i,-0.3%,0.6%,-8.8,707,-1.18,1236
S=C(NCc1ccc2c(c1)OCO2)Nc1ccc(-c2nc3ccccc3[nH]2)cc1,i,8.5,1.81,-0.232,0.763,-1.27,1.9,2.0,3.8,0.8%,>100µM*,2.4%,11.0%,27.4,723,0.2,1364
O=C(c1ccccn1)N(CC1CCCO1)C1(C(=O)NC2CCCCC2)CCCCC1 (centres undefined),i,18.7,1.7,-0.18,0.885,-0.148,8.7,1.2,4.7,-0.5%,i,10.9%,2.5%,nt,nt,0.74,1413
CN(Cc1nccs1)C(=O)CC1C(=O)NCCN1Cc1ccc(-c2ccccc2)cc1 (centres undefined),nt,nt,-0.015,-0.249,0.373,0.614,nt,nt,nt,nt,i,-0.7%,-5.4%,-11.6,738,0.33,1059
CCOC(=O)c1[nH]c(C)c(C(=O)OCC(=O)NC2CCS(=O)(=O)C2)c1C (centres undefined),nt,nt,-1.31,-0.251,-0.45,1.23,nt,nt,nt,nt,i,3.8%,1.9%,-0.5,720,0.46,1371
COc1ccccc1CNC(=O)c1cnc2ccccn2c1=O,i,-10.4,0.546,-0.191,0.628,0.139,2.6,2.3,9.7,nt,i,7.7%,17.6%,-6.6,620,1.73,1970
COc1ccc(NC(=O)c2csc(Cc3ccccc3)n2)cc1,i,1.4,0.67,-0.0105,0.24,-0.598,1.7,1.2,9.5,-3.6%,i,-1.7%,16.5%,-11.6,760,0.31,752
Cc1cccc(/C=N/NC(=O)c2cccc([N+](=O)[O-])c2)n1,i,-9.5,0.221,-0.278,-0.223,0.231,2.4,1.9,4.9,-1.4%,i,-6.9%,2.9%,0.7,692,0.09,1251
COc1ccc(/C=C/C(=O)NCCCc2ccccc2)cc1,i,-8.2,0.258,0.453,0.174,-0.358,2.0,3.3,10.2,-0.3%,?,8.8%,22.8%,18.2,625,0.81,1385
CC(=O)NCCC(=O)Nc1cc(S(=O)(=O)N2CCOCC2)ccc1N1CCOCC1,i,-4.9,1.26,-0.194,0.196,-0.742,3.0,2.2,6.9,-0.1%,i,11.5%,4.0%,9.1,720,0.08,1713
CC12CC(NC(=O)N1c1ccc(C(=O)N3CCN(c4ccc(F)cc4)CC3)cc1)c1ccccc1O2 (centres undefined),i,-1.1,-0.296,-0.243,0.0623,0.609,2.2,0.9,7.0,2.0%,i,1.9%,0.0%,nt,nt,-2.15,1177
COc1cc([C@H](Cc2ccccc2)NC(C)=O)oc(=O)c1,i,-4.0,-0.38,-0.254,-0.0863,0.609,3.2,2.2,12.2,-2.0%,i,7.0%,13.4%,-1.4,677,0.01,1399
CCCn1cc(S(=O)(=O)CC(=O)Nc2ccc(OC)cc2OC)c2ccccc21,i,1.3,0.55,-0.218,0.267,-0.328,4.8,1.8,3.2,-0.8%,i,-0.9%,-0.8%,13.9,728,0.05,1229
Cc1c(NC(=O)NC2CCCCC2)cccc1[N+](=O)[O-],i,11.5,-0.361,-0.308,0.163,1.26,4.4,2.4,5.5,-0.1%,i,0.3%,-4.8%,1.9,683,1.19,1629
